GLP-1R inv ag – inverse agonists of human GLP-1 receptor; P43220; HEK293 GLP-1R CRE-luciferase, luminescence, 24 h; GLP-1R form is constitutively active; Potency, µM (doses to about 38.3 µM), without a hit: top-dose activity change, negative = inhibition, hits mostly inhibitors; 410,000 tested, 1.6% active; AID 624417; also: potency is read from the fitted curve at half-maximal effect; % is scaled to controls: 0 for no effect and ±100 for the full control effect; nearly all actives have a fitted effect of over 55% in size
Target sequence (P43220 whole entry, looked up): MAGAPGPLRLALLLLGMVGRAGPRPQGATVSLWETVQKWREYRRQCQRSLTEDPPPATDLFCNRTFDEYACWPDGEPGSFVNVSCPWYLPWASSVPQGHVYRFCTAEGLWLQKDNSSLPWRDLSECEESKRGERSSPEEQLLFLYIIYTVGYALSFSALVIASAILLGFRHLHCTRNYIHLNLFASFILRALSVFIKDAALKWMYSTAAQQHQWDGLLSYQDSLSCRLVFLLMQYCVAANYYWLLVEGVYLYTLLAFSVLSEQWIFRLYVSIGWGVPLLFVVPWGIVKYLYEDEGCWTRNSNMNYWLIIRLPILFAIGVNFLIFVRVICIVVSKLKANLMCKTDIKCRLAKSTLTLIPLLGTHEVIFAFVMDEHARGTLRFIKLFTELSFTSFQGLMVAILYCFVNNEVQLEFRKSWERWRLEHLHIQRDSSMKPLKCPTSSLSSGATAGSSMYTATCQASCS
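HEK293 cells stably co-expressing constitutively active GLP-1R and a cAMP-responsive luciferase reporter were seeded in DMEM with 10% Nu serum, given compounds after 12 h, and incubated 24 h at 37 deg C. Luminescence was then read.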
HEK293 tox – cytotoxic in the GLP-1 receptor inverse agonist counter-screen | AID 624418 | 410,000 tested, 0.13% active | Potency, µM (highest dose often 38.3 µM), for the others: top-dose activity change, negative = inhibition, usual class: inhibitors | HEK293 cAMP-luciferase reporter cells, luminescence, 24 h;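 also: loss of luciferase light is scored as toxicity; potency is read from the fitted curve at half-maximal effect; % is scaled to controls: 0 for no effect and ±100 for the full control effect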
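Luminescence readout: signal drop marks cytotoxicity. Plated cells grew 12 h at 37 °C, 5% CO2, received 23 nL compound for 24 h, then got luciferase reagent, read after 12 min at RT.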
Mm-Cpn inhibitor – inhibitors of Methanococcus maripaludis chaperonin (MmCpn). purified Mm-Cpn ATPase, ADP Transcreener TR-FRET. Potency, µM (highest dose often 76.9 µM), inactives show at the highest dose activity, negative = inhibition, actives largely listed as inhibitors. 330,000 tested, 0.031% active. AID 504842; also: potency is read from the fitted curve at half-maximal effect; % is scaled to controls: 0 for no effect and ±100 for the full control effect; nearly all actives have a fitted effect of over 80% in size
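Purified archaeal Mm-CPN (25nM final) preincubated 10 min at 37degC with compound, then 10uM ATP for 30 min at 37degC; ADP measured by HTRF Transcreener TR-FRET; buffer 30 mM TRIS pH 7.4, 100mM KCl, 5mM MgCl2, 1mM DTT.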
pAkt inh – blocks phosphorylation of Akt. Neuro2A IGF-stimulated pAkt S473 HTRF, 20 min; active compounds read low. activity change, % for hits at 50 µM. 360,000 tested, 0.32% active. AID 651550; in the data active = activity change below about -80%; inconclusive = mostly about -51% to -80%; also: % is scaled to controls: 0 for no effect and ±100 for the full control effect
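Neuro2A cells in DMEM with 0.5% FBS, overnight at 37 deg C, given compound at single 50 µM final, then IGF (6 nM final) for 20 min at 37 deg C. Lysed; phospho-Akt Ser473 by HTRF after 24 h, 665/615 ratio.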
TDP-43 yeast inh – inhibitors of TDP-43 toxicity in yeast | 410,000 tested, 1.8% active | AID 652104 | TDP-43 expressing yeast growth rescue, BacTiter-Glo, 24 h | Potency, µM (highest dose often 46.1 µM), inactives show top-dose growth rescue (activation), actives largely listed as activators; also: potency is read from the fitted curve at half-maximal effect; % of control where 0% means no effect; nearly all actives have a fitted effect of over 50% in size
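Yeast cells expressing TDP-43 under galactose induction are exposed to compounds for 24 hr at 30 deg C. BacTiter-Glo luminescence measures growth, so protective compounds score as activators.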
aSyn yeast inh – rescues yeast growth from alpha-synuclein toxicity; Potency, µM (titrated, usually from 46.1 µM), without a hit: at the top dose growth rescue (activation), usual class: activators; 370,000 tested, 0.14% active; Yeast expressing alpha-synuclein, growth rescue, BacTiter-Glo, 24 h; also: potency is read from the fitted curve at half-maximal effect; % of control where 0% means no effect; nearly all actives have a fitted effect of over 65% in size
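Screening used galactose-induced yeast with toxic alpha-synuclein levels, exposed to compound for 24 hr at 30 deg C. Cell growth, read with BacTiter-Glo luminescence, gave the measured signal.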
Abeta rescue – A-beta toxicity reversal in yeast; AID 1347071; Potency, µM (top dose mostly 46.1 µM), inactives show top-dose growth rescue, usual class: activators; yeast expressing A-beta42, growth rescue, OD600, 48 h; response scale: 0% DMSO, 100% iron-clioquinol control; 410,000 tested, 0.063% active; also: potency is read from the fitted curve at half-maximal effect; nearly all actives have a fitted effect of over 55% in size
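Growth rescue measured by 600 nm absorbance after 48 h yeast culture at 30 C with compound. Values normalized between DMSO and an equimolar ferric chloride plus clioquinol control.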
PTHR1 agonist – PTHR1 (human) receptor agonism; Q03431; HEK293 GP2 PTHR1 cells, GloSensor cAMP luminescence, 1 h; Potency, µM (doses to about 115 µM), for inactives: at the highest dose activation, most hits filed as activators; 410,000 tested, 0.075% active; also: potency is read from the fitted curve at half-maximal effect; nearly all actives have a fitted effect of over 55% in size; some results filed as inactive show a strong effect at the top dose; inactives centre near -15; many of its hits are not listed in these tables
Target sequence (Q03431 whole entry, looked up): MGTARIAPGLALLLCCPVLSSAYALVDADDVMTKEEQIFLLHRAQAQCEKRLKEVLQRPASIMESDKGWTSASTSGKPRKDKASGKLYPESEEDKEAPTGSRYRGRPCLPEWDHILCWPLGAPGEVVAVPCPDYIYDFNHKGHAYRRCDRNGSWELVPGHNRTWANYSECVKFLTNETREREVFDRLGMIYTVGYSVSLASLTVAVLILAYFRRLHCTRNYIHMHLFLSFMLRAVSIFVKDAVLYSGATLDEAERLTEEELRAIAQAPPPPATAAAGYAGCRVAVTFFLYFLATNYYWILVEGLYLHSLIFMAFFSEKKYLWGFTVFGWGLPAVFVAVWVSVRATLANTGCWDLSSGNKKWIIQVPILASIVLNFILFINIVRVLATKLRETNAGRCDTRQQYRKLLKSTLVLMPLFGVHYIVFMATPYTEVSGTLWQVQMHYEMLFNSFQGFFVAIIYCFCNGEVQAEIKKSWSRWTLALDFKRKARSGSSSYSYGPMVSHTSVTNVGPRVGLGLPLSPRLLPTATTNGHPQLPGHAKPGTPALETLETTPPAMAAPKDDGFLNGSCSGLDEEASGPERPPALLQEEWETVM
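HEK-293-derived GP2 cells expressing PTHR1 and a GloSensor cAMP reporter, 3,000/well, plated overnight, given luciferin plus IBMX (each 0.5 mM as added) for 1 h at 37 °C, then compound for 1 h at 37 °C. Luminescence was read after 15 min at room temperature.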
FUS yeast rescue – rescues growth of FUS-expressing yeast | S. cerevisiae FUS-expressing, growth rescue, OD600, 24 h | Potency, µM (series often up to 76.6 µM), for the others: at the highest dose growth rescue (activation), usual class: activators | 390,000 tested, 0.24% active;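 also: potency is read from the fitted curve at half-maximal effect; plate controls were DMSO vehicle for no effect and reference control for full effect; nearly all actives have a fitted effect of over 55% in size; some results filed as inactive show a strong effect at the top dose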
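Yeast expressing FUS under galactose induction, OD 0.005 in 2% galactose medium; compounds in a dilution series, 24 h at 30C. Growth rescue by absorbance at 600 nm; CP55940 positive control, DMSO negative.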
Active calls of the source: *; i = inactive; ? = inconclusive; · = no result given; [ ] = remark or other dose. Unless noted, calls follow the shape of the dose curve; as a rule, active = well fitted curve in the direction sought with a large enough effect; inconclusive = small, poorly fitted or top-dose-only effect, or another doubt; inactive = no such curve, though single readings can be large; an effect the other way counts as inactive or inconclusive.

1	CC(C)(C)OC(=O)NCCC(=O)N/N=C/c1cccc2cccnc12
2	O=C(CCc1ccco1)CCc1ccco1
3	CCOc1ccc(OCCCC(=O)Nc2cc(S(=O)(=O)N3CCOCC3)ccc2N2CCOCC2)cc1
4	CN(C)c1ccc(NC(=O)CSc2nnc(-c3ccco3)c(-c3ccco3)n2)cc1
5	O=C(OCCOc1ccc(Br)cc1)c1ccc(Cl)c(S(=O)(=O)N2CCOCC2)c1
6	CCOc1ccc2[nH]c3ncccc3c(=O)c2c1
7	Cc1ccc(NC(=O)c2c(C)oc3ccc(O)c(CN4CCCCCC4)c23)cc1
8	CCC1CCCCN1C(=O)COC(=O)c1n[nH]c2ccccc12 (stereo not drawn)
entry no.,1,2,3,4,5,6,7,8
GLP-1R inv ag,17%,7%,1%,6%,?,105%[activator],-29%,?
HEK293 tox,6%,11%,1%,-21%,14%,·,-6%,-17%
Mm-Cpn inhibitor,-1%,·,·,-1%,-3%,-2%,·,1%
pAkt inh,i,i,i,i,i,i,·,i
TDP-43 yeast inh,-7%,3%,1%,12%,-18%,-24%,-4%,-3%
aSyn yeast inh,13%,2%,0%,1%,-6%,1%,·,0%
Abeta rescue,-5%,-6%,9%,1%,-3%,-43%[inhibitor],-11%,7%
PTHR1 agonist,i,i,-11%,-16%,-26%,22%,1%,-16%[57.5 µM]
FUS yeast rescue,35%,·,35%,31%,12%,42%,29%,13%

Compounds listed so far with four or more nitrogen atoms, in the order listed:
1	CC(C)(C)OC(=O)NCCC(=O)N/N=C/c1cccc2cccnc12
4	CN(C)c1ccc(NC(=O)CSc2nnc(-c3ccco3)c(-c3ccco3)n2)cc1
entry no.,1,4
GLP-1R inv ag,17%,6%
HEK293 tox,6%,-21%
Mm-Cpn inhibitor,-1%,-1%
pAkt inh,i,i
TDP-43 yeast inh,-7%,12%
aSyn yeast inh,13%,1%
Abeta rescue,-5%,1%
PTHR1 agonist,i,-16%
FUS yeast rescue,35%,31%

(further entries)
9	COc1ccc(C2C(C(=O)O)CCC(=O)N2c2ccc(OC)cc2)cc1 (stereo not drawn)
10	CC(C)(O)C1CC[C@@](C)([C@@H]2CC[C@]3(C)[C@H]2[C@H](O)CC2[C@@]4(C)CCC(O)C(C)(C)C4C(OC4OC(CO)C(O)C(O)C4O[C@@H]4OCC(O)C(O)C4O)C[C@]23C)O1 (stereo partly drawn)
11	COc1ccc(C(C(=O)NCc2ccccc2)N(Cc2ccco2)C(=O)c2cnccn2)cc1 (stereo not drawn)
12	O=C(Nc1nc2cc3c(cc2s1)OCO3)C1CCCCC1
13	CCN1C(=O)C(CC(=O)Nc2ccccc2)S/C1=N\c1ccccn1 (stereo not drawn)
14	NC(CCc1ccccc1)c1csc(NC(=O)NCCc2ccccc2)n1 (stereo not drawn)
15	O=C(CSc1nc(-c2cccs2)nc2cc(=O)[nH]n12)Nc1ccc(F)cc1
16	O=C(NCc1ccccc1)c1ccc(NC(=O)c2nsc3ccccc23)cc1
entry no.,9,10,11,12,13,14,15,16
GLP-1R inv ag,7%,15%,-20%,?,2%,21%,-6%,-15%
HEK293 tox,-24%,0%,-16%,-7%,-12%,-1%,-24%,2%
Mm-Cpn inhibitor,2%,-1%,-4%,-1%,3%,·,·,·
pAkt inh,i,i,i,i,i,i,·,·
TDP-43 yeast inh,-18%,6%,7%,8%,4%,17%,27%,19%
aSyn yeast inh,1%,-7%,4%,-4%,1%,-4%,·,·
Abeta rescue,-8%,-5%,1%,18%,6%,4%,-2%,12%
PTHR1 agonist,-4%[57.5 µM],i,i,-28%,-42%,-10%,-14%,-87%[inhibitor]
FUS yeast rescue,9%,-4%,20%,3%,-31%,40%,12%,-9%

17	O=C(OCc1cn([C@H]2C[C@H](c3ccc(Cl)cc3)N(CC3CCCCC3)C[C@@H]2O)nn1)c1ccccc1
18	C[C@H]1COC(=O)[C@H](CC(=O)OC(C)(C)C)C/C=C\C[C@@H](CC(=O)N[C@H](CO)Cc2ccccc2)C(=O)N1
19	Cc1ccc(-c2ccc(=O)n(CC(=O)NCCc3ccccc3)n2)cc1
20	C/C(=N\NC(=O)c1ccc(F)cc1)c1cccc(NC(=O)c2ccco2)c1
21	CCOC(=O)C1CCN(S(=O)(=O)c2c(C)n[nH]c2C)CC1
22	CC1CC(C)(C)CC(=O)C1C(=O)c1ccccc1 (stereo not drawn)
23	Clc1ccc2nc(CSc3nnc(-c4c[nH]c5ccccc45)o3)cn2c1
24	O=C(O)c1ccc(Br)c(S(=O)(=O)N2CCCC2)c1
entry no.,17,18,19,20,21,22,23,24
GLP-1R inv ag,-16%,5%,4%,3%,18%,3%,10%,0%
HEK293 tox,5%,-9%,0%,-10%,-6%,1%,1%,9%
Mm-Cpn inhibitor,·,2%,·,2%,2%,-3%,·,0%
pAkt inh,i,i,·,-95%*,i,i,i,i
TDP-43 yeast inh,24%,10%,23%,1%,16%,14%,1%,-19%
aSyn yeast inh,0%,2%,·,-6%,0%,0%,5%,1%
Abeta rescue,8%,1%,9%,-7%,9%,4%,-8%,-23%
PTHR1 agonist,-12%,-22%,i,-12%[57.5 µM],i,i,i,-15%
FUS yeast rescue,30%,1%,38%,42%,9%,-29%,-33%,25%

Compounds shown so far that have an aryl methoxy group, in the order listed:
9	COc1ccc(C2C(C(=O)O)CCC(=O)N2c2ccc(OC)cc2)cc1 (stereo not drawn)
11	COc1ccc(C(C(=O)NCc2ccccc2)N(Cc2ccco2)C(=O)c2cnccn2)cc1 (stereo not drawn)
entry no.,9,11
GLP-1R inv ag,7%,-20%
HEK293 tox,-24%,-16%
Mm-Cpn inhibitor,2%,-4%
pAkt inh,i,i
TDP-43 yeast inh,-18%,7%
aSyn yeast inh,1%,4%
Abeta rescue,-8%,1%
PTHR1 agonist,-4%[57.5 µM],i
FUS yeast rescue,9%,20%

Continuation:
25	CC(C)(C)OC(=O)NCCCC[C@H](NC(=O)c1nc[nH]c1C(=O)N1CCc2ccccc2C1)C(=O)OC(C)(C)C
26	C[C@]1(CO)CCC[C@@]2(C)C1CC[C@@H](CO)[C@@H]2CCc1ccoc1 (stereo partly drawn)
27	CC(C)CCNC(=O)CN(CC1CCCO1)C(=O)CCC(=O)Nc1ccccn1 (stereo not drawn)
28	Cc1nc2ccccc2cc1C(=O)N/N=C/c1cccc([N+](=O)[O-])c1
29	Cc1ccc(CN(CCO)CCO)cc1
30	O=C(CCN1C(=O)c2ccccc2C1=O)Nc1ccc(-c2nc3ccccc3s2)cc1
31	O=C(O)C1CC(=O)N(C2CCCCC2)C1c1ccccc1 (stereo not drawn)
32	CCOC(=O)Cn1c(CCC(=O)O)ccc1-c1ccc(F)cc1
entry no.,25,26,27,28,29,30,31,32
GLP-1R inv ag,?,?,2%,34%[activator],-28%,27%,15%,18%
HEK293 tox,-14%,10%,5%,0%,-2%,9%,6%,-15%
Mm-Cpn inhibitor,-2%,0%,0%,2%,-3%,-2%,0%,0%
pAkt inh,i,i,i,i,i,i,i,i
TDP-43 yeast inh,-1%,5%,-4%,14%,-3%,-16%,3%,15%
aSyn yeast inh,0%,3%,4%,-1%,1%,-2%,0%,4%
Abeta rescue,1%,?,-4%,3%,-2%,5%,12%,-4%
PTHR1 agonist,-6%,-19%,i,-9%,i,-28%,-16%[57.5 µM],i
FUS yeast rescue,?,18%,0%,5%,-18%,-10%,16%,-4%

33	COc1ccc(Cl)cc1NC(=S)NCCN1CCOCC1
34	C[C@H]1CN([C@@H](C)CO)C(=O)c2cccc(NC(=O)Nc3ccc(F)cc3)c2O[C@@H]1CN(C)Cc1ccc(C(=O)O)cc1
35	CCc1ccc(NC(=O)CSC2=C(C#N)C(c3ccc4c(c3)OCO4)CC(=O)N2)cc1 (stereo not drawn)
36	COC(=O)C1=C(C)NC(=S)NC1c1ccc(OCC(=O)N2CC(C)OC(C)C2)c(OC)c1 (stereo not drawn)
37	CCN(c1ccc(OC)cc1)S(=O)(=O)c1ccc2c(c1)CC(C)N2C(=O)C1CC1 (stereo not drawn)
38	CCC(C)n1c(SCc2c(F)cccc2Cl)nc2ccsc2c1=O (stereo not drawn)
39	COc1ccc(Nc2nc(NC(C)(C)C)nc(N3CCCC3)n2)c(OC)c1
40	O=C(COC(=O)c1ccccc1O)NCc1ccco1
41	CN1CCN(S(=O)(=O)c2cccc(C(=O)N(Cc3ccccc3)c3ccccc3)c2)CC1
42	C#CCOCCOCCOCCNc1nc(N2CCN(C(=O)[C@H]([C@@H](C)O)n3cc(CCCCN)nn3)CC2)nc(N2CCN(C(=O)[C@H](Cc3ccc(O)cc3)n3cc(CCO)nn3)CC2)n1
43	O=C(NC1CCS(=O)(=O)C1)c1cccc(S(=O)(=O)N2CCOCC2)c1 (stereo not drawn)
entry no.,33,34,35,36,37,38,39,40,41,42,43
GLP-1R inv ag,12%,14%,-4%,0%,-8%,?,?,6%,-19%,16%,6%
HEK293 tox,-4%,-19%,-19%,3%,-4%,-2%,-4%,-1%,-8%,8%,4%
Mm-Cpn inhibitor,1%,2%,·,1%,-2%,·,0%,1%,·,0%,-1%
pAkt inh,i,i,i,i,i,·,i,i,i,i,i
TDP-43 yeast inh,10%,2%,-24%,-5%,1%,10%,0%,2%,4%,9%,-23%
aSyn yeast inh,-3%,6%,1%,-7%,4%,·,-5%,-9%,0%,-1%,-9%
Abeta rescue,15%,5%,-15%,0%,-13%,0%,6%,1%,7%,-20%,3%
PTHR1 agonist,-39%[inhibitor],i,i,i,-21%,-6%,?,-8%,-13%,i,i
FUS yeast rescue,-25%,-6%,-3%,·,28%,-11%,33%,6%,5%,18%,-6%

Source: PubChem (National Center for Advancing Translational Sciences (NCATS))

Some of the compounds tested (hit frequency here may not be typical).
